Lipid storage S3 – qHTS Assay for Lipid Storage Modulators in Drosophila S3 Cells; Drosophila S3 cells, BODIPY lipid droplet fluorescence, 18-24 h; cells fed with added oleic acid; lipid storage change, negative = inhibition, % at the top dose, mostly 46.1 µM; hits show Potency in µM; 0.64% of 320,000 active; active means well fitted inhibition curve with a large enough effect in the signal ratio, with a control signal flat, not every such curve was filed as active; inconclusive means small, poorly fitted or top-dose-only effect, or effect the other way, or a change in a side signal; the % refers to the signal ratio
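Drosophila S3 cells got compounds at several concentrations plus oleic acid (400 uM solution). Laser-scanning cytometry with 488 nm excitation read lipid droplets at 500-530 nm and cells at 575-640 nm. Percent activity was relative to 20 uM Triacsin C.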
Lipid storage S3 cell count max – further read-out of Lipid storage S3, marked with its call; cell number change, %; measured here: cell count max response;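 cells counted by Cell Tracker Red CMTPX staining in the red channel; peak over a dose series mostly up to 46.1 µM; percent activity relative to internal control wells on each plate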
Numbers without * were called inactive; i = inactive; ? = inconclusive; nt = no result given. On the % scale 0 is the no-effect control and ±100 the full control effect; potency means the concentration at half of the fitted maximal effect. The list is partial; rates above refer to the full screens.

SMILES	Lipid storage S3	Lipid storage S3 cell count max
CN(C1CCS(=O)(=O)C1)S(=O)C12CC3CC(CC(C3)C1)C2 (stereo not given)	-4%	1
Cc1cccn2c(=O)c(C(=O)NC3CCCCC3C)c(O)nc12 (stereo not given)	?	nt
COC(=O)c1cc(NC2c3ncccc3C(=O)N2Cc2ccccc2)cc(C(=O)OC)c1 (stereo not given)	?	nt
O=C(COc1ccc([N+](=O)[O-])cc1)N(Cc1ccccc1)Cc1ccccc1	18%	nt
CCOc1ccc(NC(=O)N2CCC(C(=O)c3ccc(F)cc3)CC2)cc1	?	nt
O=C(/C=C/c1cccc([N+](=O)[O-])c1)NCCSc1ccccc1	?	nt
CCCCn1c(CCC(=O)O)nc2c1c(=O)[nH]c(=O)n2CCC	?	nt
N=c1sccn1CC(=O)NCCc1ccc(Cl)cc1	i	nt
OCCC1CN(Cc2c(O)ccc3ccccc23)CCN1CCc1ccccc1 (stereo not given)	18%	-5
CCOC(=O)C(=O)N/N=C/c1cccc(Br)c1	-3%	-16
CC1CCN(S(=O)(=O)c2cccc(C(=O)N(C)C3CCS(=O)(=O)C3)c2)CC1 (stereo not given)	?	nt
CCc1ccc(-c2cc(C)no2)cc1S(=O)(=O)NCCc1ccccc1	i	13
Cc1cccc(/C=C/c2nc3ccccc3c(=O)[nH]2)c1	-2%	-2
CCC(=O)NCCc1nc2cc(NC(=O)Nc3ccccc3)ccc2n1C	?	nt
O=C(COc1ccccc1Cl)N1CCNC1=O	?	nt
Cc1ccc(NC(=O)COC(=O)c2ccc3c(c2)NC(=O)C2CCCN32)cc1C (stereo not given)	?	nt
O=C(COC(=O)[C@@H]1CCCN1S(=O)(=O)c1ccccc1F)c1ccccc1	29%	-2
CC1(C)CCC[C@@]2(C)CC=C(C(=O)O)[C@@H]3C[C@]312	?	nt
COC(=O)C[N+](C)(C)C/C=C\c1ccccc1	?	nt
CCC1Oc2ccccc2N(CC(=O)NCCCN2CCCCC2CC)C1=O (stereo not given)	10%	3
CCCCC(O)(CCN1CCOCC1)c1ccc(Cl)cc1 (stereo not given)	?	nt
O=C(NCCc1ccccc1)C(c1cccs1)N(C(=O)c1csnn1)C1CC1 (stereo not given)	19%	1
COc1ccc(-c2nnn(CC(=O)N(CCCN3CCOCC3)C(C(=O)NC3CCCC3)c3ccc(C)o3)n2)cc1 (stereo not given)	-4%	8
O=C(COC(=O)c1ccc2ncsc2c1)Nc1ncc(Cl)cc1Cl	?	nt
CSc1nc2c(c(=O)n1-c1ccc(F)cc1)SCC2	6%	8
O=C(O)/C=C/C(=O)NCCc1ccc(Cl)cc1	?	nt
CC(=O)N1c2ccc(S(=O)(=O)N(C)CC(=O)NC3CCCC3)cc2CC1C (stereo not given)	14%	11
CC(=O)c1ccc(OCC(=O)OCc2cc(-c3ccco3)on2)cc1	17%	2
O=C1COC(c2ccccc2)=CN1Cc1ccccc1	?	nt
Cc1[nH]c2ccc(C(=O)NCC(C)(C)N3CCOCC3)cc2c1C	?	nt
O=C(COC(=O)c1cc(S(=O)(=O)N2CCCCC2)ccc1N1CCOCC1)NC1CCCCC1	?	nt
CCCC1CCC(=NNC(=O)OC(C)(C)C)CC1 (stereo not given)	6%	-1
CCc1ccc(NC(=O)C(=O)N/N=C(\C)CC(=O)Nc2ccc(OC)cc2)cc1	?	nt
COc1ccc(C2/C(=C(/O)c3ccc(Br)cc3)C(=O)C(=O)N2C)cc1OC (stereo not given)	?	nt
COc1ccc(CCC(C)NCC2CCCCC2)cc1 (stereo not given)	1%	7
O=C(O)C1CCC(N2C(=O)C3CCCCC3C2=O)CC1 (stereo not given)	?	nt
COc1ccc(NS(=O)(=O)c2cc([N+](=O)[O-])ccc2N/N=C\c2c(C)[nH]c3ccccc23)cc1	?	nt
CCCCNC(=O)N1CCN(S(C)(=O)=O)CC1	?	nt
COc1ccc(NC(=O)Cc2ccsc2)c(OC)c1	?	nt
CS(=O)(=O)c1ccc(C(=O)N2CCc3ccccc3C2)cc1	?	nt
O=C(COC(=O)CN1C(=O)c2ccccc2C1=O)Nc1ccc(S(=O)(=O)N2CCCC2)cc1	?	nt
COc1ccc(CCN2CC(C(=O)NC3CCOCC3)CCC2=O)cc1 (stereo not given)	-2%	12
CCc1cc(C(=O)OC)c(NC(=O)CC2SC(N)=NC2=O)s1 (stereo not given)	-2%	7
COc1ccc2ccccc2c1C1CC(=O)N2CN(C)CSC2=C1C#N (stereo not given)	7%	-13
O=C(c1cc([N+](=O)[O-])ccc1N1CCOCC1)N1CCN(S(=O)(=O)c2cc(Cl)ccc2Cl)CC1	i	-11
Cc1cccc2c1CC(C)(C)N=C2C1=C(O)CCCC1=O	?	nt
COc1ccc(OC)c(/C=C2\Oc3cc(OCC(=O)N4CCC(C(=O)O)CC4)ccc3C2=O)c1	-1%	-6
CC(NC(=O)c1ccc2c(c1)OCO2)C(c1cccs1)N1CCOCC1 (stereo not given)	19%	-4
O=c1[nH]c(=S)[nH]c2c1CN(Cc1ccc(F)cc1)CC2	i	-24
CCCOc1ccc(CNC(=O)c2ccc3c(c2)N(CC)CCS3)cc1	?	nt

Sorted by molar mass (descending): some entries from above
SMILES	Lipid storage S3	Lipid storage S3 cell count max
O=C(COC(=O)c1cc(S(=O)(=O)N2CCCCC2)ccc1N1CCOCC1)NC1CCCCC1	?	nt
COC(=O)c1cc(NC2c3ncccc3C(=O)N2Cc2ccccc2)cc(C(=O)OC)c1 (stereo not given)	?	nt
CC1CCN(S(=O)(=O)c2cccc(C(=O)N(C)C3CCS(=O)(=O)C3)c2)CC1 (stereo not given)	?	nt
CCc1ccc(NC(=O)C(=O)N/N=C(\C)CC(=O)Nc2ccc(OC)cc2)cc1	?	nt
Cc1ccc(NC(=O)COC(=O)c2ccc3c(c2)NC(=O)C2CCCN32)cc1C (stereo not given)	?	nt
OCCC1CN(Cc2c(O)ccc3ccccc23)CCN1CCc1ccccc1 (stereo not given)	18%	-5
CCC1Oc2ccccc2N(CC(=O)NCCCN2CCCCC2CC)C1=O (stereo not given)	10%	3
CCCOc1ccc(CNC(=O)c2ccc3c(c2)N(CC)CCS3)cc1	?	nt
CCc1ccc(-c2cc(C)no2)cc1S(=O)(=O)NCCc1ccccc1	i	13
CC(=O)c1ccc(OCC(=O)OCc2cc(-c3ccco3)on2)cc1	17%	2
Cc1[nH]c2ccc(C(=O)NCC(C)(C)N3CCOCC3)cc2c1C	?	nt
O=C(/C=C/c1cccc([N+](=O)[O-])c1)NCCSc1ccccc1	?	nt
CS(=O)(=O)c1ccc(C(=O)N2CCc3ccccc3C2)cc1	?	nt
CCCCC(O)(CCN1CCOCC1)c1ccc(Cl)cc1 (stereo not given)	?	nt
N=c1sccn1CC(=O)NCCc1ccc(Cl)cc1	i	nt
CSc1nc2c(c(=O)n1-c1ccc(F)cc1)SCC2	6%	8
O=c1[nH]c(=S)[nH]c2c1CN(Cc1ccc(F)cc1)CC2	i	-24
O=C(O)C1CCC(N2C(=O)C3CCCCC3C2=O)CC1 (stereo not given)	?	nt
COc1ccc(CCC(C)NCC2CCCCC2)cc1 (stereo not given)	1%	7
CCCC1CCC(=NNC(=O)OC(C)(C)C)CC1 (stereo not given)	6%	-1
COC(=O)C[N+](C)(C)C/C=C\c1ccccc1	?	nt

The listing continues.
SMILES	Lipid storage S3	Lipid storage S3 cell count max
CC(=O)Nc1cccc(-c2csc(N)n2)c1	?	nt
CCC1(c2ccc(F)cc2)NC(=O)N(CC(=O)Nc2cccnc2Cl)C1=O (stereo not given)	?	nt
CC(=O)OCC1=C(C(=O)O)N2C(=O)C(NC(=O)CCn3nc(C(F)(F)F)c(Br)c3C3CC3)C2SC1 (stereo not given)	?	nt
O=C(Nc1ccc2[nH]c(=O)[nH]c2c1)c1cc(F)c(F)cc1Cl	17%	0
COc1ccc(-c2cc(=O)n(-c3nc4ccccc4[nH]3)[nH]2)cc1	?	nt
COc1ccccc1COCC(O)CNCC1(N2CCCCC2)CCCCC1 (stereo not given)	?	nt
S=C(NCCCN1CCOCC1)NCCCN1CCOCC1	?	nt
CCOC(=O)C(/C=C(\C#N)C(=O)OCC)=C(/N)N1CCN(c2ccccc2)CC1	i	-17
Cc1ccccc1NC(=O)/C(=C\c1cccs1)NC(=O)c1ccco1	i	nt
CCCCC(=O)Nc1ccc2c(c1)C(=O)NC2=O	?	nt
CCC(c1nnnn1Cc1cccs1)N1CCN(C2CCCC2)CC1 (stereo not given)	-2%	0
COc1ccc(CN2C(=O)CCC2(C)C(=O)NC2CCCCCC2)cc1 (stereo not given)	8%	5
COc1cccc(-c2c(-c3cc(OC)cc(OC)c3)n(C)c3ccc(-c4cccc5[nH]ccc45)cc23)c1	?	nt
CCCCNC(=S)NC(=O)c1ccc([N+](=O)[O-])cc1	?	nt
COc1ccc(NC(=O)c2cccc(N3C(=O)c4ccc(C(=O)Nc5ccc(OC)c(O)c5)cc4C3=O)c2)cc1O	?	nt
COc1ccc(NC(=O)c2cc(S(=O)(=O)N3CCCCC3)ccc2N2CCCCC2)cn1	?	nt
CCCCCCCC[n+]1cccc2c3ccccc3ccc21	?	nt
O=C(CC1Sc2ccccc2NC1=O)OCC(=O)N1CCc2ccccc21 (stereo not given)	6%	0
COC(=O)c1c(C)nc(C)c(C(=O)OC)c1-c1ccc(OC)c(OC)c1	-1%	11
Nc1c(N2CCCCC2)c2ccccc2oc1=O	-11%	-29
CCCC(=O)Nc1nnc(SCC(=O)NCc2cccs2)s1	?	nt
Cc1ccc(CNC(=O)CCc2c(C)nn(-c3ccc(N4CCOCC4)nn3)c2C)cc1	?	nt
CCOc1ccc(C(C)(O)CN2CCOCC2)cc1 (stereo not given)	0%	1
COC(=O)c1ccccc1NC(=O)Cn1cc2c(n1)CCC(C)C2 (stereo not given)	?	nt
COc1ccc(-c2csc(Nc3cccc(C)n3)n2)cc1C	0%	-11
CCOC(=O)c1c(C)oc2c(CC(=O)c3ccccc3)c(Cl)c(O)c(O)c12	?	nt
Cc1ccc(F)cc1NC(=O)c1ccc2c(c1)OCO2	?	nt
CN1CCCC(OC(=O)c2ccccc2F)C1 (stereo not given)	?	nt
CNC(=S)NCCC(c1ccccc1)c1ccccc1	?	nt
CNC(=S)Nc1ccc(C)cc1	?	nt
CC(C)OCCCNC(=O)c1ccc(C2SCC(=O)N2Cc2ccco2)cc1 (stereo not given)	?	nt
CCc1c(C)sc2nc(C(C)C)nc(SCC(=O)N3CCc4ccccc4C3)c12	?	nt
Cc1nc(NC(=O)COC(=O)c2ccc(S(=O)(=O)N3CCc4ccccc4C3)cc2)c(Cl)cc1Cl	11%	15
O=C(CSc1nc2ccc(Cl)cc2[nH]1)NC1CCCc2ccccc21 (stereo not given)	2%	-10
CC(C)Cc1nnc(NC(=O)c2ccncc2)s1	0%	9
Cc1ccccc1-n1nc2c(c1NC(=O)CCCl)CSC2	10%	7
CCN(c1ccccc1)S(=O)(=O)c1ccc(NC(=O)c2ccco2)cc1	?	nt
COc1cccc(CC2(CO)CCCN(Cc3cn(C)c4ccccc34)C2)c1 (stereo not given)	21%	16
CCOC(=O)C1C(=O)C=C(c2ccc(C)cc2)CC1c1ccc([N+](=O)[O-])cc1 (stereo not given)	-3%	-27
C=CCNC(=O)CCCOc1cccc(C)c1	?	nt
C=CCOc1ccccc1CNCc1ccc(F)cc1	3%	11
Cc1cccc(C(CC(=O)O)NC(=O)C(F)(F)F)c1 (stereo not given)	?	nt
COc1ccc(-c2cc(C(F)(F)F)n3nc(C(=O)NCc4ccco4)cc3n2)cc1	5%	-7
N#CCn1c(CN2CCCC2)nc2ccccc2c1=O	?	nt
CC(C)CCNc1nc(N)c([N+](=O)[O-])c(NCC2CCCO2)n1 (stereo not given)	11%	10
CC(C)Sc1ncnc2c1oc1ccccc12	?	nt
CCN(CC)c1ccc(C=C2C(=O)OC(C)(C(C)(C)C)OC2=O)cc1 (stereo not given)	6%	-5
COc1ccccc1N1CCN(C(c2cccs2)C(C)NC(=O)c2ccco2)CC1 (stereo not given)	15%	nt
O=C1N=C(N2CCCC2C(=O)O)S/C1=C\c1ccco1 (stereo not given)	?	nt
Cc1ccccc1-n1c(SCc2c(C)noc2C)nnc1-c1ccncc1	?	nt
The results go on.
SMILES	Lipid storage S3	Lipid storage S3 cell count max
O=C1C=C(c2cccc3c2oc2ccccc23)C[C@@H](c2ccc(F)cc2)C1	?	nt
COc1ccc(N(CC(=O)NN=C2CCN(C)CC2)S(=O)(=O)c2ccccc2)c(OC)c1	i	18
Cc1cc(/C=N/n2cnnc2)c(C)n1-c1cc(Cl)ccc1Cl	?	nt
CC12CS(=O)(=O)CC1SC(=S)N2c1ccccn1 (stereo not given)	3%	8
C=CCC(c1ccccc1)N(C(C)=O)c1ccco1 (stereo not given)	8%	-1
CCOC(=O)c1sc(C)c(C(=O)NC2CCCCC2)c1N	?	nt
O=C(NCCn1ccc2ccccc21)C1CCCCC1	0%	-14
COC(=O)C1(C)NC(c2ccc(Cl)cc2)C2C(=O)N(c3ccccc3)C(=O)C21 (stereo not given)	i	-6
Cc1ccccc1S(=O)(=O)Cc1ccc(C(=O)NC(C)c2ccc3c(c2)OCCO3)o1 (stereo not given)	?	nt
O=C(NN1CCOCC1)c1ccco1	i	-21
CCCCCCNC(=O)c1c(O)c2ccccc2[nH]c1=O	?	nt
Cn1c(=S)[nH]c2cccnc21	i	20
CCCCCC(=O)Nc1ccc(S(=O)(=O)Nc2cc(OC)nc(OC)n2)cc1	?	nt
Nn1c(SCc2cc([N+](=O)[O-])cc3c2OCOC3)nnc1-c1ccccn1	-9%	3
CCCCN(C)CCCNC(=O)c1cn(CC)c2ccc(S(=O)(=O)N3CCOCC3)cc2c1=O	?	nt
